High-throughput results from PubChem.
HT1080 IDH1KD tx – HT-1080 IDH1 knockdown cell toxicity (counter line); Potency, µM (doses to about 46.1 µM), for inactives: at the top dose activity, negative = toxicity, usual class: cytotoxic; hit rate 2% among 360,000; HT-1080 IDH1 knockdown viability, ATP luminescence, 48 h;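 note: 0% = DMSO wells and -100% = cell-free medium wells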
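IDH1KD HT-1080 cells, 750/well, RPMI + 5% FBS; compound pinned after 2 h settling; 48 h, 37 °C; CellTiter-Glo luminescence; % activity normalised to DMSO and no-cell wells; curves fitted, classed by r2 and efficacy.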
KB-V1 MDR tox – kills drug-selected multidrug resistant KB-V1 cells | KB-V1 MDR cells viability, CellTiter-Glo, 72 h | Potency, µM (titrated, usually from 46.1 µM), without a hit: at the highest dose activity change, negative = cytotoxicity, usual class: cytotoxic | hit rate 3.4% among 400,000 | AID 1347076; note: % is set by controls: 0 for no effect and ±100 for the full control effect; nearly all actives have a fitted effect of over 60% in size
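KB-V1 cells (P-gp-expressing MDR subline of KB-3-1) in phenol-red-free DMEM with 10% FBS were exposed to library compounds over a concentration series for 72 h at 37 degrees C. Viability read by CellTiter-Glo luminescence; concentration-effect curves fitted after normalization.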
GLP1R inv ag – GLP-1 receptor (human) inverse agonism | AID 624417 | Potency, µM (highest dose often 38.3 µM), inactives show at the highest dose activity change, negative = inhibition, actives largely listed as inhibitors | hit rate 1.6% among 410,000 | HEK293 GLP-1R CRE-luciferase, luminescence, 24 h; GLP-1R form is constitutively active; note: % is set by controls: 0 for no effect and ±100 for the full control effect; nearly all actives have a fitted effect of over 55% in size
Target sequence (P43220 whole entry, looked up): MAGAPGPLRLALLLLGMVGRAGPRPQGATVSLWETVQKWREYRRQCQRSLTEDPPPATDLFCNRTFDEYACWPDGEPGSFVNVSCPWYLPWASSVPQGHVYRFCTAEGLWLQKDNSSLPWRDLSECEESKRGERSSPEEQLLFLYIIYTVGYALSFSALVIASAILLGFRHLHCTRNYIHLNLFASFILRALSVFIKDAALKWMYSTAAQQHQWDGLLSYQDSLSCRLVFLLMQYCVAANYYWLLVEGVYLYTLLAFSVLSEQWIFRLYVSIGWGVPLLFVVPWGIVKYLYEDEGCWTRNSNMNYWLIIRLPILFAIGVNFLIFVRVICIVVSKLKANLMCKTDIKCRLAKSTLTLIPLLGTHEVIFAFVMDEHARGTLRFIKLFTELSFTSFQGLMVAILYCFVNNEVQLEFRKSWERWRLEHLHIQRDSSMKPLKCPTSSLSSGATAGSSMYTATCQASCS
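Inverse agonists were sought by their lowering of basal cAMP reporter luciferase output in HEK293 cells stably carrying constitutively active human GLP-1R, after 24 h compound treatment.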
HT1080-NT tox – kills 2HG-producing HT-1080-NT fibrosarcoma cells. HT-1080-NT fibrosarcoma viability, CellTiter-Glo ATP luminescence, 48 h. Potency, µM (top dose mostly 46.1 µM), without a hit: top-dose activity, negative = less viability, usual class: cytotoxic. hit rate 1.6% among 360,000;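 note: NT is the 2HG producing partner of a matched IDH1 knockdown line; 0% = DMSO-treated cells and -100% = media-only wells without cells; nearly all actives have a fitted effect of over 55% in size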
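Luminescent CellTiter-Glo readout after 48 hours of compound exposure at 37 degrees C defined viability of HT-1080-NT cells. Activity was normalized to DMSO wells and cell-free media wells; concentration-response curves were fitted and assigned curve classes.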
SW480 rereplic – induces DNA re-replication in SW480 colon adenocarcinoma cells; Potency, µM (top dose mostly 46.1 µM), inactives show at the top dose re-replication activation, most hits filed as activators; hit rate 1.8% among 340,000; SW480 DNA re-replication, Hoechst DNA content imaging, 48 h; AID 624297; note: % of control where 0% means no effect; nearly all actives have a fitted effect of over 55% in size
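DNA re-replication was detected as more nuclei of elevated Hoechst intensity after 48 hr exposure to compound (23 nL pinned per well of 250 cells).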
GLP-1R agonist – agonists of human GLP-1 receptor | Potency, µM (doses to about 45.6 µM), without a hit: top-dose activation, most hits filed as activators | P43220 | hit rate 0.007% among 380,000 | HEK293 GLP-1R CRE-luciferase, luminescence, 4-6 h; cells express a hypersensitive GLP-1R form | AID 624172; note: % of control where 0% means no effect
TDP-43 yeast inh – TDP-43 toxicity inhibition in yeast; TDP-43 expressing yeast growth rescue, BacTiter-Glo, 24 h; Potency, µM (series often up to 46.1 µM), for the others: at the top dose growth rescue (activation), usual class: activators; hit rate 1.8% among 410,000; note: % of control where 0% means no effect; nearly all actives have a fitted effect of over 50% in size
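Readout is BacTiter-Glo luminescence of cell growth, so inhibitors register as activators. TDP-43-expressing yeast at OD600=0.02 in galactose medium, after raffinose pregrowth to mid-log, were incubated with compound for 24 hr at 30 deg C.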
KB-3-1 tox – kills parental KB-3-1 adenocarcinoma cells; KB-3-1 viability, CellTiter-Glo ATP luminescence, 72 h; Potency, µM (highest dose often 46.1 µM), without a hit: at the top dose activity change, negative = cytotoxic, usual class: cytotoxic; hit rate 1.4% among 400,000; AID 1347075; note: % is set by controls: 0 for no effect and ±100 for the full control effect; nearly all actives have a fitted effect of over 60% in size
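Cells are dispensed, compounds pinned in, plates held at 37 °C for 72 h, then CellTiter-Glo is added and luminescence read after 10 minutes. Cell line: parental KB-3-1 in phenol-red-free DMEM, 10% FBS.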
GLP1R cytotox – cytotoxicity in counter-screen for GLP-1R inverse agonists; HEK293 cAMP-luciferase reporter cells, luminescence, 24 h; Potency, µM (doses to about 38.3 µM), for inactives: at the top dose activity change, negative = inhibition, usual class: inhibitors; hit rate 0.13% among 410,000;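 note: loss of luciferase light is scored as toxicity; % is set by controls: 0 for no effect and ±100 for the full control effect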
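Luminescence readout: signal drop marks cytotoxicity. Plated cells grew 12 h at 37 °C, 5% CO2, received 23 nL compound for 24 h, then got luciferase reagent, read after 12 min at RT.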
Starred values were filed as active, the others as inactive; i = inactive; ? = inconclusive; . = not tested or not shown; [ ] = another dose, or the depositor's remark. Calls come from the whole dose curve; as a rule, active = well fitted curve in the direction sought with a large enough effect; inconclusive = small, poorly fitted or top-dose-only effect, or another doubt; inactive = no such curve, though single readings can be large; an effect the other way counts as inactive or inconclusive. Potency is the fitted concentration of half-maximal effect. Random draw from the library; about 9.4% have a hit in one of these screens.

SMILES	HT1080 IDH1KD tx	KB-V1 MDR tox	GLP1R inv ag	HT1080-NT tox	SW480 rereplic	GLP-1R agonist	TDP-43 yeast inh	KB-3-1 tox	GLP1R cytotox
CCn1nc(C)c(CCC(=O)O)c1C	5%	3%	19%	15%	2%	-3%	-24%[9.22 µM]	12%	0%
COc1cc(/C=C/C(=O)OCC(=O)NCc2ccco2)ccc1OC(F)F	3%	15%	1%	2%	-7%	3%	-8%	-7%	-4%
CCOC(=O)c1c(NC(=O)c2cccnc2)sc(C(C)=O)c1C	18%	-10%	22%	2%	0%	0%	6%	10%	7%
COc1ccc(-c2noc(CCC(=O)N3CCN(c4ccccc4C)CC3)n2)cc1	-4%	5%	?	-2%	-7%	1%	36%	1%	-1%
N#Cc1c(C(F)(F)F)cc(=O)n2c1[nH]c1ccccc12	26µM*	-9%	?	4.6µM*	?	-12%	-15%	0%	i
CC1(CCOCc2ccccc2)NC(=O)NC1=O (stereo not given)	9%	13%	-6%	10%	1%	1%	-11%	3%	5%
CC(=O)c1c(OC(=O)c2ccc(C)cc2)c2ccccc2n1C	-10%	-1%	?	?	-4%	-2%	-20%	4%	2%
O=C(O)C1C2CCC(C2)C1C(=O)Nc1cc(F)ccc1F (stereo not given)	12%	1%	10%	7%	0%	-6%	12%	10%	-13%
CN1C(=O)CC2(C)C1=CCc1scnc12 (stereo not given)	14%	-5%	11%	10%	.	-1%	12%	-2%	1%
O=C(c1ccc(S(=O)(=O)NCc2ccco2)cc1)N1CCN(c2ccc(F)cc2)CC1	0%	-5%	-26%	1%	4%	-8%	16%	-7%	-12%
Cc1cccn2c(=O)c(/C=C(\C#N)c3nc4ccccc4n3C)c(Oc3ccc(Br)cc3)nc12	.	16%	-1%	.	.	.	-13%	?	315%[activator]
CCN(CC)CCCNC(=O)C(C)n1nc(C)c2sc3ccccc3c2c1=O (stereo not given)	-14%	7%	?	-10%	-6%	-9%	-6%	7%	-19%
O=C(Nc1ccccc1)C(Cc1cccs1)c1nn[nH]n1 (stereo not given)	-11%	-25%	8%	-1%	-9%	-4%	?	-9%	-10%
Cc1onc(-c2ccccc2Cl)c1C(=O)NC(=S)NCCc1ccccc1	8%	?	?	4%	8%	1%	17%	3%	6%[1.53 µM]
O=C(COC(=O)c1ccccc1[N+](=O)[O-])c1ccc2c(c1)OCO2	0%	-1%	?	2%	-4%	-31%[inhibitor]	27%	12%	-13%
CCN(Cc1ccccc1)S(=O)(=O)c1ccc(F)c(C(=O)Nc2ccc(C(C)C)cc2)c1	.	7%	-8%	.	.	.	14%	9%	0%
O=C(Nc1cccc(Br)c1)c1cccc(OC(=S)N2CCOCC2)c1	?	?	?	-4%	4%	-2%	18%	?	-11%
CC(=O)c1ccc(NC(=O)/C(Cl)=C/c2ccccc2)cc1	19%	0%	3%[7.66 µM]	17%	3%	1%	-1%[9.22 µM]	9%	14%[7.66 µM]
Cc1ccccc1-c1cn(-c2ccccc2)c(=S)[nH]1	-2%	-17%	-21%	1%	-1%	18%	25%	6%	9%
CC1CCCCN1C(=O)C1CCCN(S(=O)(=O)c2cccc3nsnc23)C1 (stereo not given)	15%	-3%	-22%	13%	-2%	5%	8%	1%	-8%
CC(C)C[C@@H](CN)NC(=O)c1nc[nH]c1C(=O)N[C@@H](C)C(=O)CNC[C@H](C)NC(=O)c1nc[nH]c1C(=O)N[C@@H](Cc1ccccc1)C(=O)O	-2%	-13%	0%	4%	-2%	0%	-4%	-2%	6%
Cc1ccc(C2C=C(c3ccc(F)cc3)Nc3nc(CCCO)nn32)cc1 (stereo not given)	.	8%	0%	.	.	.	18%[9.22 µM]	5%	275%[activator]
O=C(Nc1nc2ccccc2s1)c1cnccn1	?	-7%	-26%	2.8µM*	15µM*	-4%	18%	-6%	-7%
CCc1nc2c(OCCOc3ccc(F)cc3)cccn2c1N(C)C(=O)c1ccco1	-17%	?	-30%	-17%	.	-7%	18%	-10%	-9%
COc1ccccc1-c1nc(-c2ccccc2)[nH]c(=O)c1C#N	1%	10%	?	6%	9%	3%	-4%[0.397 µM]	1%	2%

A draw from above in order of heavy-atom count, lowest first:
SMILES	HT1080 IDH1KD tx	KB-V1 MDR tox	GLP1R inv ag	HT1080-NT tox	SW480 rereplic	GLP-1R agonist	TDP-43 yeast inh	KB-3-1 tox	GLP1R cytotox
N#Cc1c(C(F)(F)F)cc(=O)n2c1[nH]c1ccccc12	26µM*	-9%	?	4.6µM*	?	-12%	-15%	0%	i
O=C(Nc1ccccc1)C(Cc1cccs1)c1nn[nH]n1 (stereo not given)	-11%	-25%	8%	-1%	-9%	-4%	?	-9%	-10%
CCN(CC)CCCNC(=O)C(C)n1nc(C)c2sc3ccccc3c2c1=O (stereo not given)	-14%	7%	?	-10%	-6%	-9%	-6%	7%	-19%

(cont.)
SMILES	HT1080 IDH1KD tx	KB-V1 MDR tox	GLP1R inv ag	HT1080-NT tox	SW480 rereplic	GLP-1R agonist	TDP-43 yeast inh	KB-3-1 tox	GLP1R cytotox
COc1ccc(-n2c(C)cc(C(=O)CN3C(=O)NC4(CCc5ccccc54)C3=O)c2C)cc1 (stereo not given)	-22%	-2%	?	-20%	1%	9%	-50%[inhibitor]	?	10%
COCCN(C(=O)Cc1csc(-c2cccc(Cl)c2)n1)c1c(N)n(Cc2ccccc2)c(=O)[nH]c1=O	-2%	-18%	-8%	-1%	-25%	6%	2%	-2%	-3%
CCCC(=O)N1CCCC1(C)C(=O)Nc1ccc2cn[nH]c2c1 (stereo not given)	16%	3%	-16%	3%	.	-5%	-12%	0%	-3%
O=C1CN(C(=O)c2ccc(Br)o2)C(c2ccc(F)cc2)c2cc(Cl)ccc2N1 (stereo not given)	?	-14%	3.5µM*	?	?	-4%	8%	-1%	-11%
C=CCn1c(SCC(C)=O)nc2scc(-c3ccco3)c2c1=O	-4%	-6%	2%	-7%	?	?	7%	-6%	-1%
CC(C)c1cccc(-c2ccc3c(c2)S(=O)(=O)c2cccc(C(=O)NCc4ccco4)c2C3=O)c1	?	?	-20%	?	12%	0%	-6%	?	3%
CCC(=O)NCCc1nc2cc(NC(=O)c3cccc([N+](=O)[O-])c3)ccc2n1C	11%	24%	14%	14%	-6%	7%	11%	-14%	-3%
O=[N+]([O-])c1c(NCCO)cc(N2CCCCCC2)c2nonc12	2%	-8%	21%	4%	17%	7%	-14%	-1%	9%
COc1ccc(C(=O)OC(C)CN2CCN(C)CC2)cc1 (stereo not given)	13%	-2%	-9%	13%	-4%	12%	-8%	1%	1%
COc1ccc(CCNC(=O)c2ccc3c(c2)CCN3S(C)(=O)=O)cc1OC	.	-7%	3%	.	.	.	-3%	11%	1%
Cc1cc(C)n(-c2ccc(C(=O)OCC(=O)NCc3ccc(F)cc3)cc2)n1	9%	?	26%	11%	-11%	3%	?	4%	6%
Cc1c(C(=O)OC2CCCCC2)[nH]c2c1C(=O)CC(c1ccc(C(C)(C)C)cc1)C2 (stereo not given)	.	17%	0%	.	.	.	10%	-4%	3%
CC(C)Sc1nc2sc(-c3ccccc3)cc2c(=O)n1N	28%	25%	2%	?	-9%	-12%	-3%	-2%	-14%
Cn1ccc2cc(S(=O)(=O)N3CCN(C(=O)Nc4ccc(F)cc4F)CC3)ccc21	.	-19%	-16%	.	.	5%	25%	3%	0%
CN(C(=O)c1cccc(NC(=O)Cc2ccc(NC(=O)C3CCN(C(=O)CCc4ccccc4)CC3)cc2)c1)C1CCC1	-1%	0%	18%	3%	-27%	-10%	15%	0%	-7%
COc1ccc(CCNC(=O)c2ccc(S(=O)(=O)N3CCCCC3)cc2)cc1	0%	-9%	?	-2%	-10%	3%	24%	2%	-14%
COc1ccc(C(=O)Nc2cccc(C(=O)NCc3ccco3)c2)cc1	?	0%	?	?	-3%	0%	19%	?	-3%
COc1nc(C)nc(NC(=O)NS(=O)(=O)c2ccc(C)cc2)n1	7%	5%	4%	18%	2%	-1%	0%	-4%	-3%
COc1ccc(OCC(=O)Nc2c(C(=O)N3CCN(C)CC3)oc3ccccc23)cc1	9%	-10%	11%	1%	-1%	3%	10%	32%	-4%
Cc1cc(C)n2nc(SCC(=O)N/N=C/c3ccccc3F)nc2n1	4%	3%	0%	1%	-1%	-1%	2%	5%	2%
O=C(NCC(c1ccco1)N1CCc2ccccc21)c1ccccc1 (stereo not given)	-15%	-3%	?	-24%	-488%[inhibitor]	11%	-16%	-5%	-12%
COc1cccc(C2=NS(=O)(=O)N(C)C(C(=O)Nc3cccc(O)c3)=C2)c1	.	4%	14%	.	.	.	1%	1%	8%
Cn1c(=O)cc(N)n(-c2ccccc2)c1=O	4%	2%	8%	2%	-11%	1%	6%	0%	-4%
COc1ccccc1C(=O)Nc1ccc2c(c1)CCCN2C(=O)c1ccccc1	15µM*	?	?	18µM*	22%	20%	?	18µM*	-5%
COc1ccc(-n2ncc(C(=O)N3CCN(c4ncccn4)CC3)c2C2CCN(C(=O)OC(C)(C)C)CC2)cc1	.	5%	0%	.	.	.	4%	4%	0%
COc1ccc2c(c1)OC[C@H]1[C@H]2N2C(=O)CN(Cc3ccc(Cl)cc3)C(=O)[C@@]2(C)[C@H]1c1ccccc1	-1%	-21%	11µM*	-6%	12%	-1%	4%	0%	12%
C/C(Cl)=C\Cn1c(N2CCCC2)nc2c1c(=O)n(C)c(=O)n2C	-5%	-3%	23%	2%	-4%	12%	0%	11%	0%
Cc1cc2ccccc2nc1SCC(=O)Nc1nc(-c2ccccc2)cs1	-4%	3%	-1%	2%	24%	0%	-7%	-1%	14%
O=C(COC(=O)c1ccccc1)Nc1cccc(S(=O)(=O)N2CCCCC2)c1	-1%	-1%	-28%	5%	-2%	-16%	-14%	26%	2%
